TWEAK-Fn14 inh – inhibitors of TWEAK-Fn14 interaction signaling. inhibition, % at 10 µM. TWEAK-stimulated Fn14 reporter cells, luciferase luminescence, 8 h. 360,000 tested, 2% active; in the data active = inhibition above about 50%
NR2E3 ag-1 – human photoreceptor-specific nuclear receptor agonism | Q9Y5X4 | CHO-S Gal4-NCOR/VP16-NR2E3 two-hybrid, luciferase | inhibition of corepressor binding, % at 3.98 µM | 360,000 tested, 0.35% active | AID 602229;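 active = inhibition above the mean of all tested compounds plus 3 SD, cut at about 70% in these data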;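 also: 0% = DMSO with NR2E3 transfected cells and 100% = cells lacking NR2E3 construct; higher means lower luciferase signal from less NR2E3 corepressor binding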
Target sequence (Q9Y5X4 whole entry, looked up, the tested form may be a part): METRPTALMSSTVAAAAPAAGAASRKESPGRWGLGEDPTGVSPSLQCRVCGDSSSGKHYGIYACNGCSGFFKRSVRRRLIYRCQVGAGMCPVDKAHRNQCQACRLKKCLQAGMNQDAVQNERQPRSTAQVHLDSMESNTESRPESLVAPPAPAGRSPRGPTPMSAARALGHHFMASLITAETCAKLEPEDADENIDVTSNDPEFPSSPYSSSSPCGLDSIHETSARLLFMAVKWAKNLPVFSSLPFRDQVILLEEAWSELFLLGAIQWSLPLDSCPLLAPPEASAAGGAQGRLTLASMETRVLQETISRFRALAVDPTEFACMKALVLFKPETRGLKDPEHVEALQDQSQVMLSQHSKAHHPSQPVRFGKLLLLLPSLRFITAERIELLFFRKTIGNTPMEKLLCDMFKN
HIF-2a block – HIF-2a inhibition; 786-0 RCC cells HIF-2a reporter, luciferase luminescence, overnight; inhibition, % at 18.8 µM; 360,000 tested, 0.72% active; AID 624352;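 active = inhibition of the luminescence signal of 40% or more relative to plate controls, in a single-dose primary screen at 18.75 µM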
Shn3 3UTR inh – inhibitors of Schnurri-3 3'UTR reporter in osteoblasts; Clone20 osteoblast Shn3 3'UTR firefly luciferase, 24 h; inhibition, % at 12.5 µM; 360,000 tested, 0.52% active;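 active = mean inhibition of at least 75% with every replicate also reaching 75%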;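 also: 0% = median of neutral control wells and 100% = pilot-screen positive control compound; some compounds past the cut are filed as inactive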
Peg3 promoter – Peg3 promoter activity inhibition. HeLa PEG-Prom luciferase reporter, luminescence, overnight. inhibition, % at 20 µM. 360,000 tested, 1.7% active. AID 588405;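 active = inhibition of at least 50% at 20 µM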
NR2E3 ag-2 – agonists of human nuclear receptor NR2E3; Q9Y5X4; GST-NR2E3/biotin-RetCOR TR-FRET, 1536-well; inhibition of corepressor binding, % at 4.78 µM; 320,000 tested, 0.12% active; AID 2300;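 active = percent inhibition above the cutoff of mean plus 3 SD of all tested compounds, set per screening campaign, cut at about 20% in these data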;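 also: 0% = DMSO wells and 100% = biotin wells as full block of FRET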
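system = GST-tagged NR2E3 plus biotinylated RetCOR corepressor | input = 1.35 nM GST-NR2E3 | also added = 7 nM biotin-RetCOR | schedule = 5 h incubation at 4 °C | measured by = TR-FRET with europium anti-GST and streptavidin-D2, 340 nm excitation | read-out = percent loss of FRET ratio relative to control wells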
MITF TRPM1 inh – reduces MITF-dependent TRPM1 promoter luciferase signal | SK-MEL-5 TRPM1 promoter luciferase, 24 h | inhibition, % at 12.5 µM | 330,000 tested, 0.83% active;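 active = mean inhibition across replicates of 60% or more, whatever share of single replicates reaches that level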; also: values of inactives mirror those of a sister screen read the other way
CF NFkB block – inhibitors of cystic fibrosis induced NF-kB | AID 588850 | 360,000 tested, 0.86% active | KKLEB NF-kB-GFP reporter, PAF-induced, GFP fluorescence overnight | inhibition, % at 5 µM;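 active = at least 50% inhibition at 5 µM, scaled per plate between neutral and stimulator controls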;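 also: PAF is a Pseudomonas aeruginosa culture filtrate used as stimulus; plate controls were PAF-stimulated DMSO wells for no effect and unstimulated DMSO wells for full effect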
KKLEB tox – reduces viability of KKLEB cystic fibrosis airway cells. KKLEB CF airway cells viability, ATPlite luminescence, overnight; stronger effect = lower value; cells stimulated with P. aeruginosa culture filtrate. activity change (cytotoxicity), % at 5 µM. 360,000 tested, 0.36% active. AID 602141;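 active = corrected activity change at or below -50% at 5 µM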
TROY NFkB inh – inhibitors of TROY-dependent NF-kB signaling. inhibition, % at 10 µM. 360,000 tested, 0.98% active. Q293 LMP1-TROYcd NF-kB luciferase reporter, 4 h;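 active = compounds whose plate-normalised and pattern-corrected inhibition of the luciferase reporter signal at the single screening dose is 50% or more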
TRAIL sens C8 – sensitizes caspase-8 expressing cells to TRAIL. NB7+C8 cells + TRAIL, ATPlite viability luminescence. inhibition (viability loss, TRAIL sensitization), % at 10 µM. 360,000 tested, 1% active. AID 624354;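 active = compounds causing at least 50% loss of cell viability in the single-dose screen, relative to plate controls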
Numbers without * were called inactive; . = not tested or not shown. A portion of the library, so the mix of outcomes need not match the whole.

SMILES | TWEAK-Fn14 inh | NR2E3 ag-1 | HIF-2a block | Shn3 3UTR inh | Peg3 promoter | NR2E3 ag-2 | MITF TRPM1 inh | CF NFkB block | KKLEB tox | TROY NFkB inh | TRAIL sens C8
O=C(CSc1nc2ccccc2n1CC(=O)N1CCCC1)Nc1nccs1 | 21 | -9 | 2 | 4 | 7 | -3 | 14 | -6 | 13 | -13 | -1
C=CCn1c(SCc2ccccc2C#N)nnc1-c1ccccc1O | 24 | 0 | 11 | -3 | 13 | 0 | 18 | 8 | 15 | -3 | 2
CCNc1nc2nonc2nc1NCC | -6 | 2 | 5 | 12 | -2 | 3 | -7 | -2 | -1 | 14 | 6
CCOC(=O)C1CCN(C(=O)c2cnn3c(C)cc(C)nc23)CC1 | 2 | 1 | 8 | 5 | 9 | -1 | 7 | -3 | -7 | -6 | -3
O=C(CN1C(=O)C2C3CCC(C3)C2C1=O)OCC(=O)c1cccc([N+](=O)[O-])c1 (stereo unspecified) | 5 | -16 | 9 | -8 | 12 | 2 | 8 | 10 | -8 | 4 | -8
Cn1ccnc1SCc1ccc([N+](=O)[O-])cc1 | -23 | -9 | 8 | -11 | 16 | 1 | 15 | -21 | -3 | -4 | -3
O=C1CC(C(=O)Nc2ccc(C(=O)O)cc2)C(c2ccccc2)O1 (stereo unspecified) | 22 | -17 | 12 | 23 | 17 | 2 | 7 | 13 | -6 | . | 6
CC(C)CCN1CCC(n2nccc2NC(=O)C2CCOC2)CC1 (stereo unspecified) | -8 | 6 | 7 | 12 | -1 | 6 | 6 | 6 | -16 | -6 | -7
O=C(COC(=O)c1cccc(F)c1)Nc1cccc(S(=O)(=O)N2CCOCC2)c1 | -10 | 9 | 13 | -10 | 4 | . | . | -9 | 11 | 0 | 3
O=C(Nc1ccccc1)C(Cc1cccs1)c1nn[nH]n1 (stereo unspecified) | -2 | -11 | 6 | 1 | 6 | 3 | -2 | 10 | -3 | 4 | -4
O=C(NCCCC(=O)N1CCOCC1)c1cccnc1 | 14 | 5 | 7 | 16 | -14 | -1 | -4 | -6 | 2 | -5 | -16
COc1ccc(N2CCN(c3nc(NCCc4ccc(OC)c(OC)c4)nc(OC)n3)CC2)cc1 | 38 | -9 | 7 | 12 | 67* | 1 | 6 | 8 | -18 | 57* | 14
CCOC(=O)N1CCC(c2cc(=O)n3[nH]ccc3n2)CC1 | -4 | 5 | 8 | -8 | 16 | -2 | -2 | -23 | 0 | -1 | -25
Cc1nc2c(OCc3ccc(Cl)cc3Cl)cccn2c1N(C)Cc1cccs1 | -19 | -7 | -73 | 15 | 28 | . | . | 19 | -13 | -28 | 9
C=CCNCCCCOc1ccc(OCc2ccccc2)cc1 | 9 | -25 | -156 | -55 | -194 | 2 | -43 | 8 | -10 | -22 | 17
CCOc1ccccc1NC(=O)N1CCCc2ccccc21 | 16 | -9 | -3 | 9 | 14 | . | 7 | -28 | 2 | 75* | -8
CCOc1ccc(NC(=O)c2cc(Cl)nc3ccccc23)cc1 | -4 | 1 | -10 | -90 | 18 | 3 | -1 | -2 | -8 | -16 | 23
COc1ccc(C(NC(=O)c2ccc(-c3ccccc3)cc2)c2ccccc2)cc1 (stereo unspecified) | -44 | -5 | 8 | 21 | 13 | 1 | 4 | -1 | -1 | -2 | 16
COc1ccc(-c2c(C)oc3c(CN4CCCCC4C)c(O)ccc3c2=O)cc1 (stereo unspecified) | 7 | -2 | 11 | -2 | 4 | -2 | 4 | -12 | -2 | -7 | -11
COc1ccccc1N1CCN(C(=O)c2cc(-c3ccccc3)on2)CC1 | -24 | -33 | -46 | -5 | -31 | -4 | -12 | -8 | 2 | -1 | 1
O=C(c1ccc(COc2ccc(Cl)cc2)o1)N1N=C(C(F)F)CC1(O)C(F)F (stereo unspecified) | 21 | -26 | 24 | 21 | 12 | -5 | 0 | 15 | 2 | 36 | -2
Nc1cc(N)nc(SCc2cccnc2)n1 | -3 | -53 | -5 | -3 | -13 | 1 | -9 | 0 | -5 | -27 | -5
CCOc1ccc(C2C(C(=O)Nc3ccccc3)=C(C)N=c3s/c(=C/c4cccc(OCC(=O)O)c4)c(=O)n32)cc1 (stereo unspecified) | 7 | -12 | -3 | 12 | -11 | 5 | 3 | 23 | -6 | 13 | -9
CNC(=S)N/N=C/c1cc(C)ccc1C | 2 | -19 | -3 | -3 | -4 | 2 | -4 | 7 | 2 | -18 | 0
CCNc1nc(NCC)nc(SCCOC(=O)c2ccccc2)n1 | -1 | 0 | -3 | 8 | 21 | 2 | 11 | 19 | -16 | 11 | 4
COc1cccc2sc(N3CCN(C(=O)c4ccco4)CC3)nc12 | -4 | -15 | -22 | -5 | -7 | -3 | -11 | -14 | 12 | -1 | 13
Cc1ccccc1Cn1nc(C)c(NC(=O)c2cc(-c3cccs3)on2)c1C | -8 | -3 | 9 | 69 | 8 | 7 | 11 | -2 | -13 | 15 | -9
CCOC(=O)/C(C#N)=N/Nc1c(C)n(C)n(-c2ccccc2)c1=O | -30 | -22 | 10 | 8 | 0 | 1 | 5 | -9 | -3 | 9 | -5
COCCCNC(=O)C(=O)NCC(c1ccco1)N1CCN(c2ccc(OC)cc2)CC1 (stereo unspecified) | -7 | 7 | -3 | 8 | 10 | 0 | 11 | 10 | -2 | -7 | -2
CCOC(=O)c1cc(C#N)c(N2CCN(C(=O)c3ccccc3)CC2)nc1C(F)(F)F | 0 | 9 | 14 | 14 | 5 | 1 | 8 | -3 | -26 | 9 | 0
Cn1nc(C(F)(F)F)c2cc(C(=O)Nc3ccc(C(F)(F)F)cc3)sc21 | 41 | -18 | -20 | 65 | 19 | 1 | -8 | 28 | -7 | 51* | 7
COc1cccc(OC)c1C(=O)NC(=S)N1CCN(c2ccc(C(F)(F)F)cc2[N+](=O)[O-])CC1 | -15 | 2 | 13 | 16 | 33 | -1 | 8 | 4 | -2 | 38 | 12
Cc1cccc(-n2c(CNC(=O)Cc3ccccc3)n[nH]c2=S)c1 | 6 | -12 | 16 | 5 | 5 | 2 | -5 | 7 | 0 | 17 | 0
CCOc1ccc(-c2[nH]ncc2Oc2ccccc2OCC)c(O)c1 | 31 | -26 | 25 | 23 | 55* | 1 | 15 | 3 | -7 | -17 | 1
CC(C)(C)C(=O)N1CCC2CC1c1cc(-c3ccc4c(c3)OCO4)ccc12 (stereo unspecified) | -2 | 3 | -41 | 12 | -2 | . | . | -12 | -3 | 17 | 15
O=C(Nc1cccnc1N1CCOCC1)c1cccs1 | -7 | 2 | 3 | -21 | 5 | 0 | 11 | -19 | -4 | -11 | 6
CC(=O)c1ccc(NCC2COc3ccccc3O2)c([N+](=O)[O-])c1 (stereo unspecified) | -3 | -159 | -256 | -28 | -300 | 3 | -61 | -9 | -5 | -8 | 10
CCOC(=O)C1(CC2CC2)CCN(Cc2cnc(N(C)C)s2)CC1 | 11 | -6 | -9 | 11 | -1 | -4 | -5 | -6 | 4 | -15 | 13
COc1ccc(NC(=O)CCNC(=O)Cn2cnc3ccccc3c2=O)c(OC)c1 | -2 | 2 | 15 | -10 | 5 | -1 | 6 | -4 | -10 | -11 | 5
O=C(NCCNC(=O)c1ccccc1Cl)c1ccco1 | -4 | 0 | 9 | -10 | 18 | 2 | -3 | -2 | 1 | -23 | -22
Oc1ccc(C(=S)N2CCCCC2)cc1 | -11 | -5 | 3 | -9 | 1 | 3 | 2 | 22 | 0 | 4 | -16
O=C1CC[C@@H](O)CCN1CC[C@H](Sc1ccccc1)c1ccccc1 | 1 | 0 | 8 | -3 | -9 | 0 | 0 | 12 | -14 | -16 | -6
Cc1ccc(OCc2nnc(NC(=O)c3ccco3)s2)c(C)c1 | -2 | -35 | -2 | 5 | -29 | 2 | -1 | -2 | 7 | -16 | -5
Cn1ncc2c(=O)n(CC(=O)NC34CC5CC(CC(C5)C3)C4)cnc21 | -1 | -12 | 17 | -22 | 6 | -1 | 8 | -4 | 0 | -2 | -1
Cc1cccc(NCC(=O)N/N=C\c2cccn2C)c1 | 18 | -4 | -8 | -15 | -8 | 4 | -9 | 3 | 14 | 1 | -6

Single records, as listed above. Order of screens: TWEAK-Fn14 inh, NR2E3 ag-1, HIF-2a block, Shn3 3UTR inh, Peg3 promoter, NR2E3 ag-2, MITF TRPM1 inh, CF NFkB block, KKLEB tox, TROY NFkB inh, TRAIL sens C8
O=C(Nc1cccnc1N1CCOCC1)c1cccs1 as listed: -7, 2, 3, -21, 5, 0, 11, -19, -4, -11, 6
CC(C)(C)C(=O)N1CCC2CC1c1cc(-c3ccc4c(c3)OCO4)ccc12 (stereo unspecified) as listed: -2, 3, -41, 12, -2, ., ., -12, -3, 17, 15

The results go on.
SMILES | TWEAK-Fn14 inh | NR2E3 ag-1 | HIF-2a block | Shn3 3UTR inh | Peg3 promoter | NR2E3 ag-2 | MITF TRPM1 inh | CF NFkB block | KKLEB tox | TROY NFkB inh | TRAIL sens C8
CCOC(=O)C(C)Sc1nnc(Cc2cc(=O)[nH]c(=O)[nH]2)n1-c1cccc(OC)c1 (stereo unspecified) | -17 | -3 | 2 | -9 | -19 | -1 | 2 | -16 | -5 | 5 | -10
Cc1ccc2c(C)c(C(=O)NCc3ccc(S(N)(=O)=O)cc3)oc2c1 | -12 | -1 | 1 | -4 | 9 | 2 | -2 | 2 | 18 | 10 | 0
Cc1cc(C)nc(N2CCCC(C(=O)NCCc3ccc(F)cc3)C2)n1 (stereo unspecified) | 7 | 6 | -8 | -9 | 5 | 4 | -3 | -9 | 4 | 14 | 8
NC(=O)CSc1nnc(-c2cc3ccccc3o2)n1Cc1ccccc1 | -12 | 1 | 22 | 12 | 16 | 2 | 0 | -1 | -8 | 4 | -12
C#CCOCCOCCOCCNc1nc(N2CCN(C(=O)[C@H](CCCCN)n3cc(CCCC)nn3)CC2)nc(N2CCN(C(=O)[C@H](CCCCN)n3cc(CCCC)nn3)CC2)n1 | -1 | 7 | 3 | -28 | -4 | 1 | -6 | 18 | 4 | 14 | -12
O=C(O)CN1C(=O)C(=O)N(Cc2ccccc2F)C1=O | 5 | -23 | -199 | 3 | -1 | 0 | . | 2 | 16 | 12 | 10
CN(Cc1ccc(F)cc1)S(=O)(=O)c1nnc(NC(=O)c2ccccc2Br)s1 | -14 | 40 | 12 | 1 | 29 | 3 | -14 | 31 | -9 | 42 | 11
CNc1ccc(C(O)(C(F)(F)F)C(F)(F)F)cc1C(O)(C(F)(F)F)C(F)(F)F | 8 | -5 | 12 | -27 | 9 | -1 | 3 | 16 | 12 | -8 | 6
CCNC(=O)N1CCN(CCCC(c2ccc(F)cc2)c2ccc(F)cc2)CC1 | -2 | -5 | 0 | 1 | -9 | -1 | -3 | 12 | 2 | 19 | 0
CN1CCN(S(=O)(=O)c2ccc(Oc3ccc(Br)cc3F)nc2)CC1 | 7 | 28 | -1 | 1 | -2 | -2 | -6 | 11 | -6 | 18 | 7
CC(=O)c1ccc([C@H]2C[C@@]34CN(C(=O)OC(C)(C)C)S(=O)(=O)[C@H]3C[C@H]2O4)cc1 | 8 | -2 | 6 | -9 | -16 | -1 | 7 | 9 | -7 | -15 | 0
CCCCn1c(=O)c2ccccc2n2c(=S)[nH]nc12 | -25 | -8 | 20 | -16 | 13 | -3 | 2 | 0 | 3 | 4 | 0
